Assay outcomes as filed in PubChem.
BLM inh: qHTS Assay for Inhibitors of Bloom's syndrome helicase (BLM) | RecQ-like DNA helicase BLM (Homo sapiens), P54132 | recombinant BLM DNA unwinding, fluorescence dequenching | Potency, µM (highest dose often 56.1 µM), for inactives: at the top dose activity change, negative = inhibition, hits mostly inhibitors | 350,000 compounds, 0.2% hits;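 further: potency means the concentration at half of the fitted maximal effect; plate controls were vehicle for no effect and no enzyme for full effect; nearly all actives have a fitted effect of over 35% in size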
Pol eta inh: qHTS for Inhibitors of Polymerase Eta | 390,000 compounds, 1.2% hits | Potency, µM (doses to about 114 µM), for inactives: at the top dose activity change, negative = inhibition, usual class: inhibitors | recombinant Pol eta, fluorescent DNA replication assay | AID 588591, 2011 | DNA polymerase eta (Homo sapiens), Q9Y253; further: potency means the concentration at half of the fitted maximal effect; on the % scale 0 is the no-effect control and ±100 the full control effect
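Fluorescent replication assay: 50 nM final substrate added after a 15 min room-temperature compound preincubation with 10 nM enzyme. Signal taken at 0 min and again at 10 min.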
Anesthetic bind: qHTS Assay for Identification of Novel General Anesthetics; Ferritin light chain (Equus caballus), P02791; apoferritin/1-aminoanthracene competitive binding, fluorescence; AID 485281, 2010; Potency, µM (series often up to 77.5 µM), for inactives: top-dose activity change, negative = displacement, hits mostly inhibitors; 350,000 compounds, 0.074% hits; further: potency means the concentration at half of the fitted maximal effect; on the % scale 0 is the no-effect control and ±100 the full control effect; nearly all actives have a fitted effect of over 20% in size
Target sequence (P02791 2-175 limits assumed): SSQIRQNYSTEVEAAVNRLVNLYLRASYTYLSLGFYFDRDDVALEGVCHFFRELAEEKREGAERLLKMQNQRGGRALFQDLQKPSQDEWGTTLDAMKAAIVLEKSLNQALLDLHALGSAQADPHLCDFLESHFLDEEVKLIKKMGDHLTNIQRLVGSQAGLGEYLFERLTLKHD
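Read-out: endpoint 1-AMA fluorescence, excitation 380 nm and emission 535 nm, after compounds sit 10 min at room temperature with 10 uM horse-spleen apoferritin in 50% saturated 1-AMA/PBS. Values come from four-parameter Hill fits.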
LDHA block: qHTS assay for inhibitors of human lactate dehydrogenase. L-lactate dehydrogenase A chain (Homo sapiens), P00338. activity change, % (values are at about 110 or 230 µM). 480,000 compounds, 0.15% hits. purified LDHA, NADH/diaphorase-resazurin fluorescence; stronger effect = lower value; in the data active means activity change below about -30%; inconclusive means mostly about -25% to -30%;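 further: plate controls were DMSO wells for no effect and wells without enzyme for full effect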
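Remaining NADH was detected by diaphorase (0.133 mg/mL) converting 37 µM resazurin to fluorescent resorufin, read at 0 and 20 minutes. The preceding 5-minute room-temperature reaction used 2 nM LDHA, 0.2 mM sodium pyruvate and 0.06 mM NADH at pH 7.4.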
Pol iota inh: qHTS for Inhibitors of Polymerase Iota | Potency, µM (doses to about 115 µM), for the others: at the top dose activity, negative = inhibition, hits mostly inhibitors | DNA polymerase iota (Homo sapiens), Q9UNA4 | Pol iota fluorescent replication assay, 10 min | 390,000 compounds, 1% hits; further: potency means the concentration at half of the fitted maximal effect
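Fluorescent replication assay read twice, at 0 min and 10 min after adding 50 nM (final) substrate. Enzyme (10 nM) and compounds were first incubated 15 min at room temperature; enzyme-free buffer wells were negative controls.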
APEX1 inh: qHTS Assay for Inhibitors of the Human Apurinic/apyrimidinic Endonuclease 1 (APE1); recombinant APE1, TAMRA/BHQ-2 abasic DNA cleavage fluorescence; Potency, µM (titrated, usually from 65.8 µM), inactives show top-dose activity change, negative = inhibition, most hits filed as inhibitors; AID 2517, 2012; 350,000 compounds, 0.35% hits;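 further: potency means the concentration at half of the fitted maximal effect; plate controls were vehicle for no effect and reference inhibitor for full effect; nearly all actives have a fitted effect of over 55% in size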
Target sequence (P27695 whole entry, looked up): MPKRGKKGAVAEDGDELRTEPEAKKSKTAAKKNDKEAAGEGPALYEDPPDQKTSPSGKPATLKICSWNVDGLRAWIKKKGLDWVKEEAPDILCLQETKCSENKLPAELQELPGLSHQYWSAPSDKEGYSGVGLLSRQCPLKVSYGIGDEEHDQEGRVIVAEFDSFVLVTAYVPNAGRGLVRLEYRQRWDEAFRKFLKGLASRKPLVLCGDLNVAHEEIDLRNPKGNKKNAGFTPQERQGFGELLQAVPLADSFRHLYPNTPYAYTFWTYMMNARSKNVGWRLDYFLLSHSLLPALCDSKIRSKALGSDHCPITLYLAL
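0.75 nM APE1 + cpd, 15 min RT; start w/ 50 nM TAMRA/BHQ-2 THF-abasic dsDNA; kinetic fluor 525/598 nm ×3 reads @60 s; Δ(read3−read1); normalized to DMSO and NSC13755 control wells.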
Pol beta inh: qHTS Assay for Inhibitors of DNA Polymerase Beta; P06746; Pol beta primer extension/strand displacement, fluorescence kinetic; Potency, µM (top dose mostly 114 µM), inactives show at the top dose activity change, negative = inhibition, usual class: inhibitors; 340,000 compounds, 1.3% hits; AID 485314, 2010; further: potency means the concentration at half of the fitted maximal effect; on the % scale 0 is the no-effect control and ±100 the full control effect
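Kinetic readout of DNA synthesis with strand displacement by Pol beta. Compound and 10 nM enzyme sit 15 min at room temperature; 50 nM substrate starts the reaction, read immediately and at 10 min.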
GRP78 ERSR act: qHTS for Inducers of the Endoplasmic Reticulum Stress Response (ERSR) in Human Glioma: qHTS; U87-MG GRP78 promoter luciferase reporter, 16 h; Potency, µM, for the others: top-dose activation, most hits filed as activators; 420,000 compounds, 0.02% hits; further: potency means the concentration at half of the fitted maximal effect; series mostly up to about 76 µM; % of control where 0% means no effect; nearly all actives have a fitted effect of over 35% in size
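ERSR induction read as luciferase luminescence (Bright-Glo, 10 min at room temperature) in stably transfected human U87-MG glioma cells exposed to compounds for 16 h, using GRP78 as sensor.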
Pol kappa inh: qHTS for Inhibitors of Polymerase Kappa; DNA polymerase kappa (Homo sapiens), Q9UBT6; purified Pol kappa, fluorescent DNA synthesis assay, 10 min; Potency, µM (top dose mostly 107 µM), for inactives: top-dose activity, negative = inhibition, usual class: inhibitors; 400,000 compounds, 0.53% hits; AID 588579, 2011; further: potency means the concentration at half of the fitted maximal effect; on the % scale 0 is the no-effect control and ±100 the full control effect
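10 nM Pol kappa was preincubated with compounds for 15 min at room temperature. Reaction started with 50 nM (final) substrate. Fluorescence read kinetically at 0 and 10 min.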
Active calls of the source: *; ? = inconclusive; / = no result given; & = joins results of further samples; [ ] = another dose, or the depositor's remark. Unless noted, the call rests on the fitted dose curve; in most records, active means well fitted curve in the direction sought with a large enough effect; inconclusive means small, poorly fitted or top-dose-only effect, or another doubt; inactive means no such curve, though single readings can be large; an effect the other way counts as inactive or inconclusive.

SMILES	BLM inh	Pol eta inh	Anesthetic bind	LDHA block	Pol iota inh	APEX1 inh	Pol beta inh	GRP78 ERSR act	Pol kappa inh
CCCn1c(SCN2C(=O)c3ccccc3C2=O)nc2cc(Cl)ccc2c1=O	1%	-14%	5%	-3	2%	0%	5%	-2%	-17%
C[C@@H](NC(=O)c1ncn(Cc2ccccc2)c1C(=O)N[C@H](C)c1ccccc1)c1ccccc1	/	-19%	/	2	26%	?	/	-2%	-8%
COc1ccc(NC(=O)Nc2cccs2)cn1	-9%	-14%	-11%	9	39%[activator]	-9%	19%	8%	-13%
COc1ccc(N2C(=O)CCC(C(=O)NCc3ccccn3)C2c2ccc(F)cc2)cc1 (centres undefined)	0%	-10%	-6%	-11	45%[activator]	0%	-1%	-1%	-12%
COc1ccccc1Cn1c(=S)[nH]c2cc(C(=O)NCC3CCCO3)ccc2c1=O (centres undefined)	-1%	-5%	-23%	-10	-17%	-2%	-6%	-6%	-10%
COc1ccc(NC(=O)CSc2cn(CCNC(=O)c3ccc(OC)cc3)c3ccccc23)cc1	-4%	-14%	64%[activator]	2	-20%	/	-23%	-2%	-1%
CCCCNS(=O)(=O)NC(=O)C1=C(N2CCCC2)COC1=O	/	-3%	/	-7	10%	-19%	/	0%	-13%
CCNC(=S)NNC(=O)CCn1c2ccccc2c2ccccc21	3%	5%	37%[activator]	-6	3%	-6%	40%	-6%	-6%
COC(=O)c1ccc(NC(=O)c2cccc(Cl)c2)o1	-1%	-12%	26%	-3	25%	-7%	31%[activator]	8%	-8%
CCOc1ccc(CN(C)C(=O)CNC(=O)c2ccc3ccccc3c2)cc1OC	-1%	-8%	-8%	-1	156%[activator]	60%[activator]	33%	-7%	-21%
O=C(CCC(=O)N1CCN(c2ccc(F)cc2)CC1)c1ccccc1	-6%	-18%	-16%	-2	29%	-11%	1%	-2%	-10%
COc1cccc(-c2ocnc2C(=O)Nc2ccc3c(c2)CCC3)c1	-4%	-6%	-4%	-8	-4%	7%	18%	9%	-4%
CC(NC(=O)c1cc2c(cc1Cl)N1CCCCCC1=NS2(=O)=O)c1ccc(S(N)(=O)=O)cc1 (centres undefined)	/	-7%	/	-7	54%[activator]	4%	/	-1%	-8%
Cc1ccc(CNC(=O)CN(C(=O)C2(C)CC(=O)N=C3C=CC=CN32)c2ccccc2F)cc1 (centres undefined)	-1%	-6%	-1%	-11	-14%	8%	15%	-3%	-3%
O=C(NCc1nnc(SCC(=O)N2CCCC2)o1)c1c(F)cccc1Cl	0%	-3%	-3%	-3	12%	-4%	21%	0%	-8%
CCCN(CC(=O)Nc1ccccc1OC)C(=O)CCC(=O)c1ccc(F)cc1	/	-20%	/	-1	10%	14%	/	3%	-1%
O=C(NCCN1CCOCC1)c1cn(CCc2ccccc2)nn1	-1%	11%	-14%	-1	5%	3%	14%	-6%	-8%
CCOC(=O)c1ccccc1NC(=O)N(Cc1ccco1)C1CCN(C(C)=O)CC1	2%	-10%	-5%	5	13%	/	-3%	2%	3%
Cc1ccccc1-c1nc(CS(=O)(=O)CC(=O)NCc2ccc(F)cc2)c(C)o1	-1%	-3%	?	1	-8%	12%	12%	-2%	0%
CCOC(=O)c1c(C)[nH]c(C)c1S(=O)(=O)N1CCC(C(=O)NCc2ccc(OC)cc2)CC1	3%	-12%	-3%	-7	2%	/	-6%	0%	-7%[60.1 µM]
O=C(O)CN1C(=O)c2ccc(Oc3ccc4c(c3)C(=O)N(CC(=O)O)C4=O)cc2C1=O	-4%	32µM*	-6%	-1	-9%	6%	25%	-1%	-37%
Cc1cc(C(=O)Nc2ccc3c(c2)OCCO3)co1	4%	-9%	-5%	0	4%	-8%	4%	-4%	-11%
c1ccc(-c2ccc(OCCOCCn3cncn3)cc2)cc1	1%	2%	-4%	?	8%	6%	5%	2%	7%
O=C(O)c1ccccc1Nc1ccc(OC(F)F)cc1	-3%	-10%	-14%	2	-16%	7%	4%	2%	-6%
Cc1ccc(CN2C(=O)C(=O)c3cc(Br)cc(C)c32)cc1	-10%	-19%	?	15	-23%	/	-6%	-9%	-24%
CN(C(=O)c1cccc(NC(=O)Cc2ccc(NC(=O)C3CCCN(C(=O)CCc4ccccc4)C3)cc2)c1)C1CCC1 (centres undefined)	/	-17%	/	-4	3%	/	/	-3%	-5%
CC(C)N1CCN(Cc2ccc(C#CC(C)(C)O)s2)CC1CCO (centres undefined)	-1%	1%	-6%	-2	23%	-6%	7%	0%	-6%
CCOc1ccc(CCNC(=O)COC(=O)COc2cc(C)cc(C)c2)cc1OCC	/	-4%	/	-2	39%[activator]	2%	/	-2%	-3%
CCOC(=O)c1cccc(NC(=O)c2cnc3ccccc3n2)c1	-10%	-20%	?	5	-10%	5%	10%	-8%	-2%
COC(=O)c1sccc1S(=O)(=O)Nc1ccc(S(N)(=O)=O)cc1	-20%	-4%	3%	-6	106%[activator]	-7%	-27%	-3%	-11%

By substructure, the compounds so far with a Cl atom
SMILES	BLM inh	Pol eta inh	Anesthetic bind	LDHA block	Pol iota inh	APEX1 inh	Pol beta inh	GRP78 ERSR act	Pol kappa inh
CCCn1c(SCN2C(=O)c3ccccc3C2=O)nc2cc(Cl)ccc2c1=O	1%	-14%	5%	-3	2%	0%	5%	-2%	-17%
COC(=O)c1ccc(NC(=O)c2cccc(Cl)c2)o1	-1%	-12%	26%	-3	25%	-7%	31%[activator]	8%	-8%
CC(NC(=O)c1cc2c(cc1Cl)N1CCCCCC1=NS2(=O)=O)c1ccc(S(N)(=O)=O)cc1 (centres undefined)	/	-7%	/	-7	54%[activator]	4%	/	-1%	-8%
O=C(NCc1nnc(SCC(=O)N2CCCC2)o1)c1c(F)cccc1Cl	0%	-3%	-3%	-3	12%	-4%	21%	0%	-8%

Continued.
SMILES	BLM inh	Pol eta inh	Anesthetic bind	LDHA block	Pol iota inh	APEX1 inh	Pol beta inh	GRP78 ERSR act	Pol kappa inh
N#Cc1cc2c(nc1SCC(=O)Nc1sc3c(c1C#N)CCC3)CCCC2	-2%	10%	-10%	-6	2%	-3%	-7%	1%	-3%
COc1ccc(CN2CCN(Cc3ccccc3)C(CCO)C2)cc1OC (centres undefined)	-3%	-9%	0%	-5	-2%	17%	30%	-7%	-13%
Cc1cccc(NC(=O)CCSc2nc(C)cc(C)n2)c1	0%	-6%	-7%	-3	6%	-8%	18%	8%	-10%
CCCc1cnc2c(c1SCC(=O)Nc1c(C)cc(C)cc1C)c(=O)n(C)c(=O)n2C	1%	-13%	4%	1	20%	/	6%	-4%	2%[60.1 µM]
CCCCn1c(SCC(=O)Nc2cc(C(F)(F)F)cc(C(F)(F)F)c2)nnc1C(CC)N(C)C (centres undefined)	-4%	-14%	-11%	0	19%	7%	6%	1%	-17%
CCOc1cccc2sc(Nc3nc4ccc(NC(C)=O)cc4s3)nc12	-19%	?	328%[activator]	-3	?	-8%	1%	0%	-19%
CCN(CC(=O)Nc1cc(Cl)ccc1C)C(=O)C1CCCCC1	-5%	-24%	-11%	-5	123%[activator]	8%	13%	-1%	-4%
CC(C)(C)C(=O)Nc1nnc(SCc2cccc(F)c2)s1	-11%	-26%	?	-1	21%	12%	11%	1%	-8%
O=C(O)c1ccc2[nH]c3c(c2c1)CSCC3	-2%	8.9µM*	11%	0	-18%	7%	?	-4%	?
CCn1cc2nc(SCC(=O)Nc3ccc(C)cc3C)n(Cc3ccc(C)cc3)c(=O)c2n1	-21%	79µM*	-10%	0	21%	/	10µM*	-3%	-32%
COc1ccc([C@H]2CC(=O)C=C(c3cccc(C(C)C)c3)C2)cc1OC	/	?	/	0	2%	10%	/	-4%	-5%
CC1=Nc2ccccc2N=C(NC(=O)/C=C/C(=O)O)C1c1ccccc1 (centres undefined)	-1%	-5%	-9%	9	70%[activator]	-2%	2%	-2%	-5%
O=C(Cc1ccccc1)N1CCN(C(=O)c2ccc([N+](=O)[O-])cc2)CC1	0%	-16%	-10%	-2	9%	3%	2%	-1%	-2%
c1cncc(CSc2ccc(-c3cccnc3)nn2)c1	-5%	2%	-6%	1	71%[activator]	3%	46%	-1%	-12%
O=C(CCN1CCN(c2ccc(Cl)cc2)CC1)Nc1ccccc1F	-6%	-4%	-17%	-4	7%	2%	24%	-4%	-6%
Cc1nnc2c(NCCC(C)C)nc3ccccc3n12	-1%	-4%	-11%	-4	47%[activator]	7%	-1%	0%	-6%
O=c1c(-c2ccccc2)nc(-c2ccccc2)cn1O	5%	-15%	-12%	-1	14%	20%	16%	-7%	-3%
Cc1nc2nc(NC(=O)c3ccco3)[nH]n2c(=O)c1C	-1%	-18%	-2%	-10	37%	26%	20%	-4%	-13%
COc1ccc2[nH]c(-c3cccc(F)c3)cc(=O)c2c1	-4%[120 µM]	12%	-6%[163 µM]	-12	?	-4%[120 µM]	0%	0%&0%	-14%&-13%
CS(=O)(=O)N1CCC(C(=O)Nc2ccc(Cl)c(C(F)(F)F)c2)CC1	-3%	-5%	-6%	1	16%	-3%	-1%	-2%	-5%
COc1ccc(C(=O)N(Cc2ccccc2)c2ccc(C)cc2)cc1S(=O)(=O)N1CCOCC1	/	-8%	/	-1	2%	-17%	/	-4%	-17%
COc1ccc(OC)c(NC(=O)COC(=O)C2CCCCC2)c1	/	-20%	/	3	94%[activator]	-9%	/	-4%	-5%
Cc1noc(NC(=O)c2ccccc2Cl)c1C#N	0%	-11%	-4%	-5	5%	2%	-28%	2%	0%
COc1ccc(-c2nn(-c3ccccc3)cc2/C=C2/SC(=S)N(CCC(=O)O)C2=O)cc1	-2%	22µM*	-10%	-1	?	17µM*	32µM*	5%	-34%
CN(CC(=O)Nc1ccccc1-c1ccccc1)Cc1ccccc1Cl	-7%	-18%	11%	0	44%[activator]	-6%	9%	-8%	-5%

This is a subset; count on the stated rates, not on these rows.
